Assay outcomes: PubChem BioAssay, NCI
All columns: NCI-60 one-dose screen, growth in % after 48 h at 10 µM unless noted; 100 = growth as untreated, 0 = no growth, -100 = all killed.
K-562: K-562 leukemia | 7.4% of 78,000 active | AID 1794777
MCF7: MCF7 breast cancer; 6.3% of 82,000 active; AID 1794796
MDA-MB-468: MDA-MB-468 breast cancer | AID 2202374 | 8.5% of 78,000 active
T-47D: T-47D breast cancer | 5% of 79,000 active
SR: SR leukemia cells. 8.7% of 73,000 active
BT-549: BT-549 breast cancer; 4.4% of 78,000 active
MDA-MB-231: MDA-MB-231 breast cancer. 5% of 81,000 active. AID 1794789
HS 578T: HS 578T breast cancer | 4.1% of 78,000 active | AID 1794788
Starred values were filed as active, the others as inactive; · = no result given; [ ] = dose if it differs, or a comment. Rule for the calls: active = growth percent below 10; inactive = the rest.

SMILES | K-562 | MCF7 | MDA-MB-468 | T-47D | SR | BT-549 | MDA-MB-231 | HS 578T
O=c1c2ccccc2nc(COc2ccccc2)n1NCc1ccc([N+](=O)[O-])cc1 | 49 | 79 | 61 | 82 | · | 94 | 73 | 89
Cc1ccc(-c2nc(C#N)c(N3CCN(S(=O)(=O)c4ccc(Cl)cc4)CC3)o2)cc1 | · | 84 | 109 | 92 | 86 | 112 | 99 | 111
Cc1cccc(C(=O)/C=C/c2c(Cl)nc3sccn23)c1 | 45 | 56 | 48 | 68 | · | 79 | 86 | 79
Cc1ccc(Nc2ccc(O)c3c2C(=O)c2c(O)ccc(Nc4ccc(C)cc4)c2C3=O)cc1 | 115 | 98 | 96 | 97 | 108 | 113 | 110 | 103
COc1ccccc1-c1ccc2nc(NC(=O)Nc3ccc(CN4CCOCC4)c(C(F)(F)F)c3)sc2c1 | 16 | 26 | 40 | 32 | 44 | 100 | 79 | 71
CCOc1ccc(NC(=O)C(C(C)N2CCCCC2)N2CCCCC2)cc1 (configuration not stated) | 81 | 103 | 104 | 105 | 58 | 109 | 98 | 107
CC(=O)Nc1ccc(S(=O)(=O)Cl)cc1 | 98 | 96 | 95 | 101 | 87 | 114 | 118 | ·
COc1ccc(-c2nc3ccc(-c4nnc(SCC(=O)Nc5ccccc5)o4)cc3[nH]2)cc1OC | 110 | 92 | 90 | 108 | 113 | 91 | 99 | 104
Cc1cc(N=C2CSC(=O)N2)n[nH]1 | · | 101 | 108 | 104 | · | · | 115 | 111
NCCN1C(=O)c2cccc3c(-c4ccc(-c5nc6c7ccccc7c7ccccc7c6[nH]5)cc4)ccc(c23)C1=O | 83 | 78 | 91 | 79 | 69 | 85 | 92 | 102
COc1ccc(N=Nc2c(N)nn3c(-c4ccccc4)cc(C)nc23)cc1 | 104 | 63 | 74 | 69 | 109 | 97 | 92 | 83
N#Cc1c(-c2ccc(Cl)cc2)nc(N=Nc2c(O)[nH]c3ccc(Br)cc23)nc1N1CCOCC1 | 114 | 95 | 92 | 96 | · | 98 | 86 | 98
CCCOC(=O)COc1ccc(OC)cc1 | 103 | 92 | 96 | 106 | 102 | 127 | 92 | 107
Cc1ccc(-c2cc(-c3ccncc3)[nH]c(=O)c2C#N)s1 | 94 | 105 | 98 | 90 | 91 | 99 | 96 | 93
CC(=O)N1CCCCC1 | 129 | 93 | 97 | 101 | 100 | 106 | 106 | 110
Ic1ccc2ccccc2c1 | 124 | 93 | 116 | 107 | · | 113 | 106 | 107
O=C(O)CN1C(=O)/C(=C/c2ccccc2)SC1=S | 104 | 93 | 106 | 99 | 127 | 113 | 108 | 95
C=C(CCC(=O)O)C(=O)O | 84 | 96 | 100 | 89 | 94 | 100 | 105 | 100
O=c1cc(Cn2cnn(-c3ccccc3)c2=O)c2ccc3ccccc3c2o1 | 93 | 93 | 108 | · | · | 100 | 104 | 110
Cc1ccc(C2N3C(=O)CC[C@@H]3O[C@@H]3CCC(=O)N23)cc1 (some centres not stated) | 102 | 102 | 100 | 93 | 92 | 105 | 106 | 112
CCCCCCCCCCCCCC[n+]1ccc(C)cc1 | 9.2* | 0.9* | -30* | 12 | -38* | -45* | -40* | -23*
CN1c2ccccc2C(O)(c2ccccc2)c2ccccc21 | 36 | 38 | 50 | 49 | 72 | 40 | 85 | 64
COc1cc2c(cc1OC)C(=O)C(Br)CC2 (configuration not stated) | 16 | 41 | 25 | 36 | 20 | 16 | 43 | 89
O=C(NN1C(=O)CSC1c1ccccc1)c1ccc(NC(=O)c2ccccn2)cc1 (configuration not stated) | 82 | 88 | 90 | 93 | 79 | 97 | 87 | 94
COc1ccc(S(=O)(=O)NCCCNc2nccc(-c3c(-c4cccc([N+](=O)[O-])c4)nc4sccn34)n2)cc1 | 29 | 34 | 16 | 3.3* | 54 | 37 | 60 | 66

Compound profiles, from the list above.
O=C(O)CN1C(=O)/C(=C/c2ccccc2)SC1=S is listed as K-562 = 104; MCF7 = 93; MDA-MB-468 = 106; T-47D = 99; SR = 127; BT-549 = 113; MDA-MB-231 = 108; HS 578T = 95
Cc1ccc(Nc2ccc(O)c3c2C(=O)c2c(O)ccc(Nc4ccc(C)cc4)c2C3=O)cc1 is listed as K-562 = 115; MCF7 = 98; MDA-MB-468 = 96; T-47D = 97; SR = 108; BT-549 = 113; MDA-MB-231 = 110; HS 578T = 103

Some of these compounds in order of SMILES length, smallest number first:
SMILES | K-562 | MCF7 | MDA-MB-468 | T-47D | SR | BT-549 | MDA-MB-231 | HS 578T
CCCCCCCCCCCCCC[n+]1ccc(C)cc1 | 9.2* | 0.9* | -30* | 12 | -38* | -45* | -40* | -23*
O=C(O)CN1C(=O)/C(=C/c2ccccc2)SC1=S | 104 | 93 | 106 | 99 | 127 | 113 | 108 | 95
COc1ccc(-c2nc3ccc(-c4nnc(SCC(=O)Nc5ccccc5)o4)cc3[nH]2)cc1OC | 110 | 92 | 90 | 108 | 113 | 91 | 99 | 104

Following part.
SMILES | K-562 | MCF7 | MDA-MB-468 | T-47D | SR | BT-549 | MDA-MB-231 | HS 578T
CC(=O)OCC1OC(OC(C)=O)C(NC(=O)NS(=O)(=O)c2ccc(F)cc2)C(OC(C)=O)C1OC(C)=O (configuration not stated) | 87 | 101 | 105 | · | 109 | 112 | 94 | 97
O=C1/C(=C/c2ccc(Cl)c(Cl)c2)CN(C(=O)C(Cl)Cl)C/C1=C\c1ccc(Cl)c(Cl)c1 | 0.2* | -58* | -52* | -37* | 4.7* | -59* | -34* | -5.1*
Cc1ccc(N=Cc2ccccc2O)cc1C | 90 | 96 | 96 | 109 | · | 122 | 115 | 106
CCCCC[C@H]1CC=C2C(=O)C=C[C@@H]2CC=CCCCC(=O)O[C@@H](CCCCC)CC=C2C(=O)C=C[C@@H]2CC=CCCCC(=O)O[C@@H](CCCCC)CC=C2C(=O)C=C[C@@H]2CC=CCCCC(=O)O1 | 5.3*[8.75 µM] | 5.6*[8.75 µM] | 7.6*[8.75 µM] | -10*[8.75 µM] | -6.5*[8.75 µM] | -38*[8.75 µM] | -37*[8.75 µM] | 40[8.75 µM]
CC(C)C1=C[C@@]23CC[C@H]4[C@](C)(COCCC#N)CCC[C@]4(C)[C@H]2C[C@@H]1[C@@H]1[C@H]3[C@@H](OCCC#N)CC[C@@H]1OCCC#N | 20 | 9.6* | -4.5* | 11 | 15 | 39 | 60 | 65
COc1cc(SSc2cc(OC)cc([N+](=O)[O-])c2N)c(N)c([N+](=O)[O-])c1 | 88 | 98 | · | 63 | · | · | 109 | 99
NC[C@H]1O[C@H](O[C@H]2C(O[C@@H]3O[C@H](CO)[C@@H](O)[C@H]3O)[C@@H](O)[C@H](N)C[C@@H]2N)[C@H](N)[C@@H](O)[C@@H]1O (some centres not stated) | 111 | · | 109 | 97 | · | 95 | 89 | 106
COc1cc2cc(Oc3ccc(NC(=O)Nc4cccc(C(F)(F)F)c4)cc3)c(C)nc2cc1OCCN1CCCCC1 | -50* | -80* | -69* | · | -19* | 79 | -87* | -54*
O=C(NNc1ccccc1)Nc1cc(Cl)ccc1Cl | 100 | 92 | 103 | 107 | 105 | 107 | 95 | 104
COc1ccc(-c2nc(N3CCOCC3)c3c4c(sc3n2)CCCC4)cc1 | 84 | 70 | 101 | 50 | 84 | 99 | 87 | 92
O=[N+]([O-])c1ccccc1NS(=O)(=O)c1ccccc1 | 100 | 92 | 95 | 102 | 96 | 133 | 116 | 90
CC(=O)Oc1ccc(C2OC(c3ccc4ccccc4c3OC(C)=O)=NN2C(C)=O)cc1 (configuration not stated) | 83 | 86 | 79 | 91 | · | 85 | 94 | 76
O=S(=O)(NCCNc1nccc(-c2c(-c3ccc(F)cc3)nc3sccn23)n1)c1ccccc1 | 28 | 26 | · | 62 | 32 | 72 | 76 | 78
COc1ccc2c(c1)CCCC21C(=O)Nc2ccccc21 (configuration not stated) | · | 96 | 103 | 85 | 80 | 101 | 99 | 107
CC/C(=C(/c1ccc(O)cc1)c1ccc(OCCN2CCCCCC2)cc1)c1ccccc1 | 83 | 40 | 95 | 61 | 74 | 102 | 99 | ·
Cc1cc(=O)n2nnc3cc(Cl)c(Cl)cc3n12 | · | 96 | 67 | 76 | 70 | 114 | 107 | 122
O=C(N(c1ccccc1)c1ccccc1)n1cc(I)c2nc(Cl)nc(Cl)c21 | 21 | 26 | 28 | 61 | 19 | 47 | 68 | 39
Cn1c2c(c3ccc(Cl)c(Cl)c31)C(C#N)C1(CCNCC1)NC2=O (configuration not stated) | 26 | -12* | · | 47 | 14 | 45 | 42 | 35
Cc1cc(Nc2ccc(F)cc2)nc(N2CCN(c3ccnc4cc(Cl)ccc34)CC2)n1 | 6.3* | 9.4* | 18 | 11 | 2.7* | 47 | 38 | 39
COc1ccc(NC(=O)[C@H](C)N)cc1C(=O)Nc1cccc(C2CC(=O)c3c(cc(OC)c(OC)c3OC)O2)c1 (some centres not stated) | 76 | 72 | 76 | 54 | 64 | 67 | 87 | 96
O=C1C=CC(=O)N1c1ccc2c(c1)Cc1cc(F)ccc1-2 | · | 90 | 93 | 103 | 71 | 105 | 92 | 98
COc1ccc(-c2ccc(NNC(=S)Nc3ccccc3)nn2)cc1OC | 84 | 96 | 106 | 82 | 97 | 97 | 80 | 97
COc1ccc(-c2ccccc2)cc1C(=O)c1ccc(-c2ccccc2)cc1 | 21 | 51 | 65 | 86 | 24 | 77 | 97 | 81
COc1ccc(N2N=C(c3ccc4c(c3)OCO4)CC2c2cccc(NC(=O)CCCNS(=O)(=O)c3ccc(OC)cc3)c2)cc1 (configuration not stated) | 77 | 80 | 80 | 79 | 65 | 99 | 84 | 84
Cc1ccc(S(=O)(=O)NCCNc2cc(-c3cn(C(C)(C)C)nc3-c3ccccc3)ccn2)cc1 | 62 | 77 | 84 | 70 | 66 | 88 | 97 | 107

Look-ups from the entries so far:
O=C(N(c1ccccc1)c1ccccc1)n1cc(I)c2nc(Cl)nc(Cl)c21 @ SR = 19
O=C1C=CC(=O)N1c1ccc2c(c1)Cc1cc(F)ccc1-2 @ HS 578T = 98

Following part:
SMILES | K-562 | MCF7 | MDA-MB-468 | T-47D | SR | BT-549 | MDA-MB-231 | HS 578T
COc1nc2ccccc2cc1/C=C1/C=C(c2ccccc2)NC1=O | 13 | 24 | 29 | 37 | 20 | 51 | 46 | 26
COc1ccccc1NC(=O)C(/C=N/C(=S)NNC(C)=O)=C(/C)O | 101 | 102 | 99 | 110 | 94 | 112 | 100 | 99
c1ccc2c(c1)cnc1ccccc12 | 97 | 94 | · | 97 | · | 106 | 108 | 100
Cc1cccc[n+]1CCC(N)=O | · | 100 | 123 | 101 | 96 | · | 110 | 119
C(=C(\C1=NCCN1)n1ccc2ccccc21)/c1cccc2ccccc12 | 44 | 55 | 75 | 70 | 29 | 70 | 65 | 92
COC(=O)[C@H](C)NC(=O)NC(=O)NC(=O)CI | 7.7* | 18 | 70 | 45 | -23* | 84 | · | 114
CC1(N=Cc2cc(Cl)ccc2O)COP(=O)(Nc2ccccc2)OC1 (configuration not stated) | 91 | 100 | 100 | 88 | 99 | 90 | 95 | 93
C#CCOC(=O)[C@]1(C)CCC[C@@]2(C)[C@H]1CC(C=O)=C1C=C(C(C)C)CC[C@@H]12 | 95 | 96 | 92 | 99 | 93 | 90 | 103 | 92
CC1(C(C)(O)c2ccc(F)cc2)CC1 (configuration not stated) | 102 | 95 | 101 | 102 | 96 | 109 | 101 | 111
O=C(OCCCN1CCCCC1)c1ccccc1 | 92 | 100 | 101 | 111 | 105 | 103 | 102 | 115
CC/C(=C\c1ccc(O)cc1O)c1ccc2ccc(O)cc2[o+]1 | 87 | 102 | 95 | 94 | 96 | 106 | 104 | 110
C=C1C(=O)O[C@H]2[C@H]1CC/C(Cn1cc(COC(=O)NCCOCCOCC(=O)Nc3ccc(OC)c(C(N)=O)c3O)nn1)=C\CC[C@@]1(C)O[C@@H]21 | · | 90 | 87 | 105 | 96 | 101 | 107 | 100
NC(=S)N/N=C\c1nccc2c(N)cccc12 | 14 | 22 | -19* | 11 | · | 41 | 49 | 58
C=C(C)C(=O)OCC[N+](CC)(CC)CC | 97 | 103 | 109 | 99 | 99 | · | 99 | 125
O=C1/C(=C/c2cccc(O)c2)COc2ccc(O)cc21 | 7.5* | 14 | 53 | 87 | 10 | 98 | 103 | 101
O=C1c2ccccc2C(=O)N1CN1CCC(CCCC2CCN(CN3C(=O)c4ccccc4C3=O)CC2)CC1 | 127 | 102 | 99 | 101 | 88 | 95 | 94 | 76
COc1ccc(C(C)=C(c2ccc(OCCN3CCCCC3)cc2)c2ccc(OCCN3CCCCC3)cc2)cc1 | 71 | 51 | 101 | 74 | 84 | 90 | 103 | 103
CN(C)CCCN(Cc1ccccc1O)C(=S)Nc1ccc(F)cc1 | 94 | 85 | 93 | 97 | 100 | 101 | 104 | 90
NC(=O)/[N+]([O-])=C\c1ccc(/C=[N+](/[O-])C(N)=O)cc1 | 128 | 94 | 99 | 102 | · | 118 | 116 | 96
CCC(c1ccccc1)C(CC)c1ccc(O)c(O)c1 (configuration not stated) | 87 | 99 | 91 | 81 | 55 | 110 | 109 | 87
CN(C)S(=O)(=O)c1oc(-c2ccccc2)nc1C#N | 5.6* | 39 | 35 | 60 | -20* | 64 | 52 | 107
CC(=O)c1cc2c(c(O)c1C)C(=O)C(=O)c1c(O)cccc1-2 | · | -56* | -58* | -28* | · | -94* | -79* | -12*
Nc1ncnc2c1ncn2C1OC2COP(O)(=S)OC3C(COP(=O)(S)OC2C1F)OC(n1ccc(=O)[nH]c1=O)C3F (configuration not stated) | 84 | 103 | 116 | 87 | 71 | 83 | 112 | 111

Fetched one by one from the entries so far (3):
SMILES | K-562 | MCF7 | MDA-MB-468 | T-47D | SR | BT-549 | MDA-MB-231 | HS 578T
CC/C(=C\c1ccc(O)cc1O)c1ccc2ccc(O)cc2[o+]1 | 87 | 102 | 95 | 94 | 96 | 106 | 104 | 110
C(=C(\C1=NCCN1)n1ccc2ccccc21)/c1cccc2ccccc12 | 44 | 55 | 75 | 70 | 29 | 70 | 65 | 92
CN(C)S(=O)(=O)c1oc(-c2ccccc2)nc1C#N | 5.6* | 39 | 35 | 60 | -20* | 64 | 52 | 107
